HTR5A inv ctr = counter-screen for OPRM1-OPRD1 inverse agonists: human HTR5A inverse agonism; HTR5A cell line, luminescence; 0.083% of 340,000 active; inhibition, % at 9.3 µM; P47898; in the data active = inhibition mostly above about 23%, no sharp cut-off; inactive = mostly below about 18%;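 note: 0% = cells with DMSO and 100% = no-cell wells with DMSO; some compounds called inactive have numbers as strong as hits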
HTR5A ag = HTR5A agonism, opioid heterodimer counter-screen. activation, % at 9.3 µM. 0.61% of 340,000 active. HTR5A agonist assay, luminescence, cell-based. AID 504692; in the data active = activation mostly above about 9.5%, no sharp cut-off; inactive = mostly below about 7.6%;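 note: 0% = cells with vehicle only and 100% = reference agonist; strong numbers were not always called active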
DAGLB inh = blocks human DAGLB lipase activity | Q8NCG7 | HEK293T DAGLB membrane lysate, EnzChek fluorogenic substrate | inhibition, % at 5.17 µM | 0.059% of 340,000 active | AID 504411; in the data active = inhibition above about 34%;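 note: 0% = enzyme with vehicle and 100% = wells lacking enzyme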
Tat transport = inhibitors of E. coli Tat protein transport. 0.036% of 340,000 active. E. coli MC4100 TorA-mCherry Tat export, fluorescence. inhibition, % at 10 µM;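 active = mean replicate inhibition at least 50% and at least half of replicates individually reaching 50%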;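 note: exported cargo escapes ClpAP degradation while cytoplasmic cargo is degraded and loses fluorescence; 0% = median of neutral control wells and 100% = median of NaSCN control wells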
SUMO Mot1 rescue = SUMOylation pathway inhibition by Mot1-301 growth rescue. AID 2716. S. cerevisiae Mot1-301 growth rescue, ATP luminescence, 38.5C; percent above DMSO median, 100 means doubled. 1% of 320,000 active. growth rescue, % at 18.8 µM;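 active = every valid replicate shows activation above 250% relative to neutral control wells; inactive = the rest, any valid replicate at or below 250%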;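 note: OY570 slx delta 5 strain wells were the positive control but not used for scaling; some compounds called inactive have numbers as strong as hits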
phage Ecoli inh = E. coli growth loss with phage present; growth absorbance; inhibition, % at 11.9 µM; 0.26% of 360,000 active; in the data active = inhibition above about 11%
PKA-R1A act = activators of PKA-R1A complex. PKA-R1A dissociation, Cy5-IP20 fluorescence polarization; scaled: DMSO 0%, 113 µM cGMP 100%. activation, % at 11.4 µM. 0.083% of 340,000 active;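 active = percent activation above the mean of all tested compounds plus 3 SD, cut at about 19% in these data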;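 note: higher means more PKAc released from R1A so a rise in polarization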
PKA-R2B act = activates the human PKA-R2B holoenzyme complex | P22694+P31323 | PKA-R2B holoenzyme dissociation, Cy5-IP20 fluorescence polarization; R2B truncated from residue 108, S112A mutant; 0% DMSO only, 100% 113 µM cGMP | activation, % at 11.4 µM | 0.079% of 340,000 active;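 active = activation above a cutoff set at the mean over all compounds plus 3 SD, cut at about 18% in these data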;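 note: higher means more holoenzyme dissociation and a rise in polarization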
Target sequence (P31323 whole entry, looked up, other chains not shown, the tested form may be a part): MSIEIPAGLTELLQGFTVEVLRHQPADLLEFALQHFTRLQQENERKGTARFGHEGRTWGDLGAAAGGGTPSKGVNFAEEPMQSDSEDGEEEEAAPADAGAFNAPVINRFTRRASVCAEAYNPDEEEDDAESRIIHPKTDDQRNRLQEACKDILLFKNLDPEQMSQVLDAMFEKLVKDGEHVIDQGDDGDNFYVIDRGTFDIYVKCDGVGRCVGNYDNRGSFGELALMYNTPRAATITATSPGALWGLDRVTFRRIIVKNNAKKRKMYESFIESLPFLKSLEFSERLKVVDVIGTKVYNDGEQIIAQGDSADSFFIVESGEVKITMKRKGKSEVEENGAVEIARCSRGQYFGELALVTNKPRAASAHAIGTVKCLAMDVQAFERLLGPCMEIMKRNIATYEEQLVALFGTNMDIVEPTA
AddAB inh = less growth of phage-infected E. coli with AddAB | E. coli expressing H. pylori AddAB, absorbance growth | inhibition, % at 11.9 µM | 0.29% of 330,000 active | AID 435030; in the data active = inhibition above about 12%;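 note: 0% = vehicle wells of infected cells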
Ecoli viability = reduces bacterial viability in AddAB counter-screen; E. coli V3065 growth, OD600 absorbance, 18 h; inhibition, % at 11.9 µM; 0.27% of 330,000 active;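 active = inhibition above the campaign's mean inhibition across all tested compounds plus 3 SD, cut at about 9.9% in these data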;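 note: uninfected addAB+ strain grown without phage in ampicillin broth; 0% = DMSO wells and 100% = ciprofloxacin 0.95 µg/ml wells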
CDK5 p35 inh = CDK5/p35 (human) kinase inhibition | Q00535+Q15078 | Recombinant CDK5/p35, ADP-Glo luminescence, 60 min | AID 488839 | inhibition, % at 10 µM | 0.01% of 330,000 active;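 active = highest replicate inhibition of at least 50% and at least 75% of replicates reaching 50%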;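 note: plate controls were DMSO neutral control for no effect and GW8510 at 10 µM for full effect; many of its hits are not listed in these tables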
Target sequence (Q00535 whole entry, looked up): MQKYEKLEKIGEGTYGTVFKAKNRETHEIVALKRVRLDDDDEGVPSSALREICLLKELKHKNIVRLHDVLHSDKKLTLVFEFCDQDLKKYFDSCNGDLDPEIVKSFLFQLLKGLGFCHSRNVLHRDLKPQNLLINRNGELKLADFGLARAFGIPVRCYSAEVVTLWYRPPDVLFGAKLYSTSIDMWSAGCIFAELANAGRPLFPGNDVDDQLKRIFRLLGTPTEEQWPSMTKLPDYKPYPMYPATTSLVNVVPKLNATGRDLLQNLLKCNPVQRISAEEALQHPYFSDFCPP
Target sequence (Q15078 whole entry, looked up): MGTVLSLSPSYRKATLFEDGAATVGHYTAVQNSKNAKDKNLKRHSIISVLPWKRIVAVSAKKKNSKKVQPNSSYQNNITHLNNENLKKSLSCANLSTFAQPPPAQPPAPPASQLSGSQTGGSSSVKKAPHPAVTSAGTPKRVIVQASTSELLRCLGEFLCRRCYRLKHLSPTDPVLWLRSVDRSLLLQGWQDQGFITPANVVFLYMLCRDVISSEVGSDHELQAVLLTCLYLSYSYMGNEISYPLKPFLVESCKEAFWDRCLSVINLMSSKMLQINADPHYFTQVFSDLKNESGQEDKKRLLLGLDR
Starred values were filed as active, the others as inactive; . = not tested or not shown; & = joins results of further samples.

SMILES	HTR5A inv ctr	HTR5A ag	DAGLB inh	Tat transport	SUMO Mot1 rescue	phage Ecoli inh	PKA-R1A act	PKA-R2B act	AddAB inh	Ecoli viability	CDK5 p35 inh
COc1ccc(CNC(=O)c2ccc3c(=O)n4c(nc3c2)CCCCC4)cc1OC	-3.4	8.6	2.5	-1.7	.	2.4	7.5	0.7	.	.	-1.1
CCOc1ncccc1C(=O)OCC(=O)N1CCN(S(=O)(=O)c2ccccc2)CC1	13.4	0.5	0.9	-4.3	-4.7	-0.5	0.2	-10.0	0.1	0.5	0.7
Cc1c(Cl)cccc1NC(=O)CC(NCCN1CCOCC1)C(=O)O (stereo not drawn)	4.7	-1.6	-0.1	-6.9	-13.4	-1.1	-10.9	9.3	0.0	2.0	-2.1
Cc1cc(C)cc(Nc2ccc(C(=O)O)cc2[N+](=O)[O-])c1	-22.8	6.2	14.6	22.2	-7.9	-0.9	2.9	-0.3	3.0	-0.5	-0.4
CCC(C)NS(=O)(=O)c1ccc(NC(=O)CCC2CCCCC2)cc1 (stereo not drawn)	-11.9	4.7	-3.0	4.4	4.9	2.3	0.8	-7.6	-1.1	-2.6	-0.1
Cc1nonc1OCCNCc1c(C(=O)N2CCCCCCC2)nc2ccc(Cl)cn12	3.8	-1.4	-2.1	-7.1	4.4	1.2	-2.5	-5.2	1.2	-2.0	-0.1
CN(Cc1nc(-c2cnccn2)no1)CC1CCN(Cc2ccccc2)CC1	-8.4	2.7	0.2	-2.0	1.7	1.8	3.6	10.5	0.0	-0.1	-0.4
Cc1ccc(-c2nc(C)sc2CC(=O)Nc2nnc(C)s2)cc1	-7.5	2.8	-1.1	-3.3	1.6	-0.1	-1.1	-7.2	-1.1	1.7	0.3
O=C1CSC(=S)N1c1cccc(F)c1	2.2	-0.8	-2.8	-15.4	-1.3	2.3	-1.4	-5.8	3.8	0.8	-0.5
CCCC(O)(c1ccc(OC)cc1)C(CN1CCOCC1)c1ccccc1 (stereo not drawn)	7.8	-2.8	-0.2	-1.5	1.2	2.0	6.3	-4.3	0.5	-0.6	-1.9
O=C(NCc1ccccn1)c1ccccc1-c1ccccc1	1.6	-0.6	1.2	12.1	5.5	3.0	-13.5	-2.5	2.3	0.8	3.2
C=CCc1cc(Cl)ccc1OCCCNC(C)C	-21.4	-1.3	0.4	-10.0	16.7	-0.1	-0.5	2.1	-0.4	2.1	2.8
O=C(O)CCCNc1n[nH]c(=O)[nH]c1=O	-7.8	2.9	-1.8	15.3	15.0	2.8	-6.0	-3.7	2.8	0.6	0.6
Cn1c(=O)c2c(nc(CN3CCOCC3)n2CCN2CCOCC2)n(C)c1=O	.	.	1.4	13.8	-2.8	.	2.4	-5.9	-0.8	0.7	0.0
Cc1ccc(SCC(=O)Nc2cccc(C)c2)cc1	-12.2	4.5	-7.1	-6.4	-18.5	4.4	-9.2	-2.8	-1.4	-2.7	4.8
O=C(COC(=O)c1ccco1)NC12CC3CC(CC(C3)C1)C2	-1.4	0.4	-2.7	-5.8	-7.9	0.9	-7.1	-6.3	0.2	1.1	-0.2
NC(=O)c1ccc(NC(=O)COC(=O)c2ccccc2Nc2ccccc2)cc1	5.2	-2.0	9.2	2.5	4.5	2.1	-2.2	9.2	-1.6	1.2	0.5
O=C(Cn1cc(SCc2ccccc2Cl)c2ccccc21)N1CCOCC1	-1.0	-2.1	-0.8	4.5	15.7	0.8	1.6	-7.4	0.3	-2.1	0.7
Cc1cc(N=NC(=O)c2ccccc2)ccc1O	-12.3	-1.1	0.7	3.3	-9.4	5.9	-0.5	-10.2	1.6	1.3	-2.4
CC(C)CCNC(=O)NC(=O)CN1C(=O)NC2(CCCCC2)C1=O	3.5	-2.3	0.6	6.2	0.1	3.1	-2.2	-6.1	0.6	-0.3	-0.6
COc1ccc(NC(=O)COc2ccc(/C=N/O)cc2OC)cc1	28.5	0.5	-5.7	-6.6	176.1	2.1	-3.3	2.7	2.3	3.1	-4.6
CCOCCCNC(=O)C(NC(=O)c1ccc(=O)[nH]c1)c1ccc(Cl)cc1 (stereo not drawn)	-17.3	6.7	1.6	-26.8	-0.4	2.4	13.8	-9.3	-2.1	1.8	-0.4
COc1cc(NC(=O)[C@H](C)NC(=O)N2CCn3c2nc2ccccc23)cc(OC)c1	.	.	3.9	-3.1	-2.9	3.5	-3.5	-1.2	2.0	0.2	0.6
COCCn1c(SCC(=O)NCC2CCCO2)nc2c(c1=O)SCC2 (stereo not drawn)	14.3	4.7	1.4	-9.5	-1.6	5.2	-6.5	-4.2	3.7	0.0	0.1
CCn1c(/C=C/Nc2ccccc2)[n+](CC)c2ccc(Cl)cc21	4.6	1.6	-0.4	0.3	-2.6	0.6	-1.2	0.7	0.5	-0.4	0.3
COc1ccc(S(=O)(=O)N(C(=O)c2ccncc2)c2ccc3oc4c(c3c2)CCCC4)cc1	-4.4	0.4	0.6	5.7	-14.1	1.9	-0.1	-5.3	0.8	1.2	-2.6
O=C(/C=C/c1ccccc1)N(c1ccccn1)C1CCCCC1	4.0	5.9	-1.8	-4.2	-6.9	2.9	-5.7	7.3	1.8	0.5	-0.9
COc1cc(-n2c(=O)c3ccccc3n(CC(=O)c3ccc(Br)cc3)c2=O)cc(OC)c1OC	-2.0	0.9	-4.3	8.1	-1.2	1.5	-14.1	-11.2	0.3	-0.8	1.3
COc1cccc(-c2nnc(N)o2)c1	13.0	-3.6	-0.5	-1.3	0.4	2.5	3.8	-3.3	1.1	0.5	1.3
Nc1ccccc1C(=O)NNc1ncc(C(F)(F)F)cc1Cl	5.2	-2.2	-0.2	4.4	-33.0	2.0	8.6	4.0	2.8	0.2	-18.5
Cc1cc(C)n(-c2nc3ccccc3nc2Nc2ccc(CC(=O)O)cc2)n1	-8.7	3.1	4.9	3.9	-11.7	3.7	-9.3	6.9	-1.2	1.1	-2.0
CCn1c2ccccc2c2cc(NC(=O)CCCN3C(=O)CCC3=O)ccc21	4.8	-0.3	0.2	-8.0	12.8	2.8	6.1	10.2	4.4	1.6	-0.9
CO[C@H]1C=CO[C@@]2(C)Oc3c(C)c(O)c4c(O)c(c(C=NN5CCN(C)CC5)c(O)c4c3C2=O)NC(=O)C(C)=CC=C[C@H](C)[C@H](O)[C@@H](C)[C@@H](O)[C@@H](C)[C@H](OC(C)=O)[C@@H]1C	-2.5	-0.9	21.7	75.0*	4.2&-38.8	76.4*	-3.6	6.8	48.7*	41.6*	-0.1
Cc1nc2ccc(NC(=O)CCC3CCCC3)cc2s1	1.8	-2.9	-3.3	4.3	137.4	-0.1	2.1	-2.8	4.0	-1.1	0.8
CCOc1ccc(C(C)=O)cc1NC(=O)/C=C\C(=O)O	2.0	3.9	-1.8	-2.3	-11.5	3.6	11.0	-13.4	3.1	-2.8	-3.4
N=C1C(c2ccccc2)=C(O)CN1NC(=O)c1ccc(Cl)cc1	-16.3	8.1	0.1	-5.9	7.9	3.4	-8.7	-2.1	4.0	1.4	0.6
O=C(N/N=C/c1ccccn1)c1cccc(S(=O)(=O)N2CCCC2)c1	21.0	-2.3	-1.0	4.1	-1.1	-1.4	-11.3	-5.3	-0.3	1.2	1.5
CCN(CC)c1nc(N)c2c(N)n(-c3ccccc3C)c(=S)c(C#N)c2c1C#N	-14.9	6.2	14.5	0.4	-8.9	2.5	-10.9	1.9	3.5	1.7	1.2
O=C1OC(N2C(=O)CC[C@H]2C(=O)Nc2ccc3c(c2)OCO3)c2ccccc21 (stereo partly drawn)	-7.1	0.1	-3.1	-3.4	13.6	2.0	2.3	8.0	2.7	-3.0	-2.7
Cc1cccc(C(=O)N/N=C/c2ccc(OC3CSC3)cc2)c1	5.7	0.9	-7.1	-3.4	23.7	-1.6	5.2	-3.1	0.8	1.7	1.4
CC(=O)NC(Cc1ccccc1)C(=O)NC1CCN(c2ncccc2[N+](=O)[O-])CC1 (stereo not drawn)	-8.4	3.1	0.4	5.1	-4.4	3.6	-13.8	-7.2	0.3	1.7	1.9
CC(C)OP(=O)(c1ccc(N(C)C)cc1)C(O)c1ccccc1F (stereo not drawn)	-29.0	-1.9	-2.1	1.2	-11.4	0.1	-2.6	4.2	3.3	3.2	-1.5
CN(/N=C/c1cc(Br)cc(Br)c1O)c1cccc(C(F)(F)F)n1	-5.7	1.4	-5.8	-1.8	45.1	1.0	-13.6	-2.7	-2.5	-3.6	-1.1
COc1ccccc1N(CC(=O)NC1CCCC1)C(=O)CCC(=O)Nc1ccccn1	-4.5	1.6	2.5	-8.4	-5.4	1.8	3.8	-0.3	1.4	-2.5	0.3
Cc1cccc(NC(=O)C(C)C(=O)c2ccccc2)c1 (stereo not drawn)	-1.0	0.3	-1.9	-1.6	-14.9	-0.5	-5.6	1.9	.	.	0.6
CCOc1cc(S(=O)(=O)N2CCN(C(=O)c3ccco3)CC2)ccc1F	0.1	0.0	-2.5	2.0	-9.2	3.0	6.8	-8.0	2.6	0.3	3.9
CCOC(=O)CCC(=O)N1CCOCCN(C(=O)CCC(=O)OCC)CCOCC1	-37.2	-1.4	1.0	-2.8	-10.0	0.8	-10.4	-14.5	1.4	-0.9	1.0
c1ccc(Cc2ccc(OCCN3CCOCC3)cc2)cc1	-10.3	3.7	1.1	1.1	147.5	1.5	-1.5	2.6	3.1	1.5	0.8
O=C(c1nc2ccccn2c1CNCCn1ccc2ccccc21)N1CCOCC1	4.3	1.3	-3.9	8.5	15.9	2.2	-2.8	-1.0	0.6	-2.2	1.1
Cc1ccccc1NC(=O)/C(C#N)=C/c1ccccc1C(F)(F)F	30.5	-1.7	0.4	-0.6	-7.1	0.6	6.4	-12.2	0.2	-2.6	1.3
CCCCn1c(N)c(N(CC(C)C)C(=O)C2CSC3(C)CCC(=O)N23)c(=O)[nH]c1=O (stereo not drawn)	-6.0	8.1	0.2	0.4	-2.4	3.0	4.4	-1.6	0.8	-1.5	0.1
O=C(CCCN1C(=O)/C(=C/c2cccs2)SC1=S)Nc1cc([N+](=O)[O-])ccc1O	-35.9	1.6	5.6	-1.6	-4.4	-1.9	1.6	-7.9	0.5	1.4	1.7
CCCOc1ccc(-c2cc3onc(-c4ccccc4)c3c(=O)n2C)cc1	3.8	-1.3	-1.7	-1.6	-32.5	1.9	-5.0	-9.3	1.7	0.7	-0.9
CC1CCC(NC(=O)C2CCC(CNS(=O)(=O)c3ccccc3)CC2)CC1 (stereo not drawn)	-17.6	4.5	-0.8	-2.5	17.7	0.6	10.6	-2.9	.	.	-0.4
CCC(=O)N(CCC(c1ccc(C)cc1)c1ccco1)Cc1ccco1 (stereo not drawn)	-2.2	0.8	1.6	-0.2	30.4	1.5	-14.1	-5.0	-1.4	-2.2	0.8

Two neighbouring entries from above, quoted:
SMILES	HTR5A inv ctr	HTR5A ag	DAGLB inh	Tat transport	SUMO Mot1 rescue	phage Ecoli inh	PKA-R1A act	PKA-R2B act	AddAB inh	Ecoli viability	CDK5 p35 inh
O=C(c1nc2ccccn2c1CNCCn1ccc2ccccc21)N1CCOCC1	4.3	1.3	-3.9	8.5	15.9	2.2	-2.8	-1.0	0.6	-2.2	1.1
Cc1ccccc1NC(=O)/C(C#N)=C/c1ccccc1C(F)(F)F	30.5	-1.7	0.4	-0.6	-7.1	0.6	6.4	-12.2	0.2	-2.6	1.3

Assay outcomes deposited in PubChem by several laboratories.
